# CDK5 inh = CDK5/p35 (human) kinase inhibition; Q00535+Q15078; inhibition, % at 10 µM; 0.01% of 330,000 active; Recombinant CDK5/p35, ADP-Glo luminescence, 60 min; AID 488839;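 active = highest replicate inhibition of at least 50% and at least 75% of replicates reaching 50%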;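 note: plate controls were DMSO neutral control for no effect and GW8510 at 10 µM for full effect; many of its hits are not listed in these tables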
# Rtt109 HAT inh = blocks Candida albicans Rtt109/Vps75 acetyltransferase activity; 0.16% of 330,000 active; AID 540336; inhibition, % at 34.9 µM; purified Rtt109/Vps75, ThioGlo CoA-SH fluorescence, 4 h;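 active = inhibition of at least 50% in every replicate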
# Target sequence (Q5AAJ8 whole entry, looked up): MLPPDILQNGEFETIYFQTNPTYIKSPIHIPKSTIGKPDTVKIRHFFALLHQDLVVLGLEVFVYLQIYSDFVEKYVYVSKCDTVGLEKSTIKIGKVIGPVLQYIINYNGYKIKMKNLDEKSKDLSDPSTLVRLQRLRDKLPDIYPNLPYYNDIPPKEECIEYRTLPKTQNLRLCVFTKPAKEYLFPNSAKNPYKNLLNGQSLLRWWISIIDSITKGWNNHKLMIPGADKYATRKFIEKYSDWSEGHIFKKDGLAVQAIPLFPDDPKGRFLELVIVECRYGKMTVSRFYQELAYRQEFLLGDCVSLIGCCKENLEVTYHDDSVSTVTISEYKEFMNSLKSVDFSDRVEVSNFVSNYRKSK
# HTR5A ag ctr = counter-screen for OPRM1-OPRD1 agonists: human HTR5A agonism; P47898; HTR5A agonist assay, luminescence, cell-based; activation, % at 9.3 µM; 0.61% of 340,000 active; AID 504692; in the data active = activation mostly above about 9.5%, no sharp cut-off; inactive = mostly below about 7.6%;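 note: 0% = cells with vehicle only and 100% = reference agonist; strong numbers were not always called active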
# Target sequence (P47898 whole entry, looked up): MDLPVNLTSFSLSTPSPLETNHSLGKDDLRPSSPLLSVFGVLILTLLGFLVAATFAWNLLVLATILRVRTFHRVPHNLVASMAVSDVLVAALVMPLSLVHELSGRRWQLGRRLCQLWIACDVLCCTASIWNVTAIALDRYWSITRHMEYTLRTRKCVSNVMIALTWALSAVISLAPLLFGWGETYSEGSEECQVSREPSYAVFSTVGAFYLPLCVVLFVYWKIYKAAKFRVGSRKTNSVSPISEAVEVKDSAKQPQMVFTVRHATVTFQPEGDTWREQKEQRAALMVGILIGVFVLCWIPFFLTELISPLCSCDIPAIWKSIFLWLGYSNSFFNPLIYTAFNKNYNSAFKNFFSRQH
# cardiac RTF act = increases calcium sensitivity of human cardiac regulated thin filaments; P19429+P45379; IANBD-labeled TnC RTF fluorescence at EC20 calcium; 0% EC20 calcium, 100% full calcium; 0.24% of 340,000 active; AID 493008; activation, % at 7.2 µM;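 active = activation above the mean over all tested compounds plus 3 SD, cut at about 30% in these data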;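 note: rise in fluorescence read as greater calcium sensitivity of cardiac thin filaments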
# MITF act = increases MITF-driven TRPM1 promoter luciferase signal; SK-MEL-5 TRPM1-promoter luciferase, 24 h; % of positive control, neutral wells = 0; activation, % at 12.5 µM; 0.75% of 300,000 active;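 active = mean activation of at least 80% with every replicate also reaching 80%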;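 note: 0% = neutral control wells and 100% = parthenolide positive control wells; values of inactives mirror those of a sister screen read the other way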
# Wnt act = activates Wnt/beta-catenin signaling in a reporter cell assay; activator, plate reader; 1.2% of 300,000 active; activation, % at 9.35 µM; in the data active = activation above about 30%, passing the limit was not always enough;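 note: 0% = neutral control wells and 100% = positive control wells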
# PvdQ inh = blocks Pseudomonas aeruginosa PvdQ acylase activity. purified PvdQ acylase, fluorescence plate reader. inhibition, % at 10 µM. 0.063% of 340,000 active. AID 488965; in the data active = inhibition above about 30%, passing the limit was not always enough;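 note: 0% = vehicle neutral wells and 100% = reference inhibitor wells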
# SR-BI HDL uptake = inhibitors of mouse SR-BI mediated HDL lipid uptake | AID 488896 | ldlA[mSR-BI] CHO cells, DiI-HDL uptake fluorescence, 3 h | Q61009 | inhibition, % at 12.5 µM | 0.96% of 320,000 active;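 active = mean replicate inhibition of at least 70% and a set share of replicates each scoring 70 or more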;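 note: 0% = median of neutral control wells and 100% = median of positive control wells; values of inactives mirror those of a sister screen read the other way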
# SR-BI DiI-HDL act = enhances SR-BI lipid uptake from DiI-HDL | CHO ldlA[mSR-BI] cells, DiI-HDL uptake fluorescence, 3 h; 100 = double the neutral-control signal | activation, % at 12.5 µM | 0.096% of 320,000 active;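 active = mean replicate activation of at least 60% and every replicate at or above 60%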;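 note: 0% = median plate neutral-control signal and 100% = twice that signal; values of inactives mirror those of a sister screen read the other way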
#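 Assay system: CHO ldlA[mSR-BI] cells, LDL receptor-null, SR-BI overexpressing; medium: Ham's F12 with 0.5% BSA, HEPES 25 mM, pH 7.4; also added: DiI-HDL 10 µg/mL; timing: 3 h uptake period with compound, 37 °C; signal: DiI fluorescence, bottom read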
# dFosB act = enhances mouse delta FosB homodimer DNA binding | 0.99% of 340,000 active | activation, % at 25 µM | purified delta FosB, TAMRA-CDK5 oligo fluorescence polarization; percent of positive-control signal above neutral wells | P13346;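 active = mean activation above about 17%, with every replicate also reaching it, limit read from the data, passing the limit was not always enough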;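 note: fluorescence polarization rise as delta FosB binds a TAMRA Cdk5 AP-1 oligo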
# Target sequence (P13346 whole entry, looked up): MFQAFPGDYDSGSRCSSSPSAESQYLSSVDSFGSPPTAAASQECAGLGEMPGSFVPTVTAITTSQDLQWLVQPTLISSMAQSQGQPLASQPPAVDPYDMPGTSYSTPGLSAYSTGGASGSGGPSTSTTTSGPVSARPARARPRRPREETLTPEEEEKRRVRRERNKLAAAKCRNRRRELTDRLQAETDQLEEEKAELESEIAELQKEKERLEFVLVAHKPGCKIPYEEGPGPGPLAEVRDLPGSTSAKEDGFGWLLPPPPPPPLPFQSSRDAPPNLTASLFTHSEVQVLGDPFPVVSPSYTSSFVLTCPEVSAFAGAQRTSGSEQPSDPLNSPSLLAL
# * marks the source's active call; other numbers are inactive results; / = no result given.
SMILES,CDK5 inh,Rtt109 HAT inh,HTR5A ag ctr,cardiac RTF act,MITF act,Wnt act,PvdQ inh,SR-BI HDL uptake,SR-BI DiI-HDL act,dFosB act
COc1ccc(NS(=O)(=O)c2cc(NC(=O)c3nc4nc(C)cc(C)n4n3)ccc2C)cc1,-0.7,12.3,-3.9,2.3,2.6,-0.7,-8.8,-3.0,3.0,-11.9
O=C(O)CCC(=O)Nc1ccc(N2CCCCCC2)cc1,0.1,12.6,-2.0,0.3,-20.4,-3.6,-8.8,-4.6,4.6,-6.5
NS(=O)(=O)c1ccc(NC(=O)COC(=O)c2ccc(S(=O)(=O)N3CCOCC3)cc2)cc1,-2.2,0.3,-3.4,-3.9,-4.7,-1.5,-13.0,-18.8,18.7,-2.3
CC(=O)Nc1ccc(S(=O)(=O)NNC(=O)C2CCCCC2)cc1,0.2,9.9,0.8,0.2,3.7,-2.1,0.2,10.4,-10.4,2.2
CCOC(=O)N1CCN(c2ccc(C(=O)c3cccc(F)c3)cc2)CC1,-1.6,6.9,0.7,7.4,-1.5,/,-7.4,47.2,-47.2,-12.7
COc1cccc(/C=N/n2c(COc3ccccc3)n[nH]c2=S)c1,1.3,-3.2,2.7,-6.3,/,1.3,-0.2,-18.5,18.5,-11.2
Nc1nc(N2CCCCC2)nc(N(c2ccccc2)c2ccccc2)n1,-2.2,3.1,-3.9,0.5,/,-1.5,-0.8,-8.6,8.6,-3.4
CC(C)(C)NCc1cc(Br)ccc1OC1CCCC1,-1.5,0.5,-2.7,4.8,2.0,-0.8,1.1,-15.8,15.8,-1.0
Cc1ccc(Cn2c(=O)c3c(nc4n3CCN4Cc3ccco3)n(C)c2=O)cc1,/,7.6,/,-0.3,2.4,-2.4,0.1,7.4,-7.4,-3.8
Clc1ccc(SCCOCCN2CCCCC2)cc1,1.0,-7.1,3.8,-3.9,7.7,2.0,-1.6,-22.1,22.1,6.5
CC(Sc1cccc2cccc(C(=O)O)c12)C(=O)O (configuration not stated),-0.8,10.6,8.2,0.6,-2.9,0.5,11.1,1.2,-1.2,0.0
CSc1ccc(Cl)c(C(=O)N2CCOc3ccccc32)c1,1.0,2.2,-0.3,5.4,/,1.7,-4.7,25.4,-25.4,-5.8
CCOC(=O)c1cccc(NC(=O)c2ccc(NC(=O)c3ccco3)cc2)c1,-3.1,1.1,-4.1,-3.3,-3.0,-0.9,1.2,54.2,/,16.3*
COc1ccc(N(CC(O)CN2C(=O)NC(C)(C)C2=O)S(=O)(=O)c2ccc(C)cc2)cc1 (configuration not stated),0.4,9.1,9.5,-3.8,6.7,17.9,-8.0,-2.5,2.5,-14.7
COc1ccccc1NC(=O)C(C)OC(=O)CCNS(=O)(=O)c1ccc(C)c(C)c1 (configuration not stated),0.0,0.9,2.9,2.2,-1.7,1.1,-11.8,6.8,-6.8,-7.0
CCOC(=O)c1c(C)[nH]c2ccc(O)cc12,-7.4,-3.0,-5.4,-7.7,2.5,5.6,-15.4,21.8,-21.8,0.2
COc1cccc(-c2nc(Oc3cccc(C)c3C)c3ccccc3n2)c1O,-0.6,1.3,2.5,5.0,-7.5,/,-20.9,23.8,-23.8,2.7
CCc1cc2c(=O)c(-c3nc(C)cs3)coc2cc1OC(C)C(=O)NCCO (configuration not stated),0.9,2.5,5.2,4.3,16.5,-1.3,1.5,55.5,-30.3,-18.5
Cc1noc(C)c1S(=O)(=O)N(C)CC(=O)NCc1ccccc1,0.1,1.5,0.8,0.7,-5.7,/,-11.0,-16.0,16.0,0.8
CCOC(=O)C(=O)NC(C)c1ccccc1 (configuration not stated),0.4,/,2.2,0.9,5.5,-1.0,-11.1,-19.2,19.2,5.3
CSCC[C@@H](Nc1nc(-c2ccccc2)nc2c1oc1ccccc12)C(=O)O,-4.6,-0.9,3.9,5.3,-9.7,/,-8.0,-21.3,21.3,-16.4
Cn1cccc1C(=O)N1CCN(c2cccc(C(F)(F)F)c2)CC1,-2.1,-1.3,3.2,-2.4,/,/,-14.1,1.1,-1.1,5.9
COc1cc(C(C)=O)ccc1OCC(O)CN1CCN(c2ccc(F)cc2)CC1 (configuration not stated),0.9,0.7,1.2,-6.8,-15.8,0.4,-15.7,4.9,-4.9,-9.0
COc1ccc(/C=C/c2c(-c3ccc(OC)cc3)oc3ccccc23)cc1,-10.4,0.0,-2.0,1.9,0.6,9.8,-8.4,78.1*,-78.1,-8.3
COC(=O)c1ccc(C(=O)Nc2ccc3c(c2)C(=O)NC3=O)cc1,1.4,0.2,-1.6,-8.9,/,-0.8,5.8,3.8,-3.8,85.8*

# The listing continues.
SMILES,CDK5 inh,Rtt109 HAT inh,HTR5A ag ctr,cardiac RTF act,MITF act,Wnt act,PvdQ inh,SR-BI HDL uptake,SR-BI DiI-HDL act,dFosB act
CN(C)S(=O)(=O)c1ccc(/C(O)=C2/C(=O)C(=O)N(CCN3CCCCC3)C2c2cccnc2)cc1 (configuration not stated),0.3,-21.2,4.6,-2.5,-4.7,-1.7,-4.1,/,/,0.2
COc1ccc(N2C(=O)NC(NC(=O)C(C)(C)C)(C(F)(F)F)C2=O)cc1 (configuration not stated),0.3,-6.2,-0.9,3.0,-8.5,1.4,2.4,-5.2,5.2,-1.7
O=C(NCc1cccnc1)c1cc(S(=O)(=O)N2CCOCC2)c(Cl)cc1Cl,-1.1,6.3,-3.3,6.2,0.7,-0.8,-9.4,-21.8,21.8,4.2
O=C1c2cccnc2C(=O)N1CNc1ccc(Cl)cc1,-0.1,0.7,3.4,-7.0,-19.6,1.9,0.0,-7.5,7.5,-5.2
COc1ccc(NS(=O)(=O)c2c(C(=O)N3CCCCCC3)c(C)n(C)c2C)cc1,-1.1,31.4,1.5,-1.6,4.7,-2.5,-0.9,-0.7,0.7,-4.7
CCOc1cc(CNCc2ccncc2)cc(Cl)c1OC,-0.1,8.3,-0.7,0.6,4.5,/,1.5,-26.4,26.4,3.6
Cc1ccc(C(=O)C(C)OC(=O)CN2C(=O)NC3(CCCC3)C2=O)cc1 (configuration not stated),0.2,4.8,-2.1,8.7,2.1,-1.2,-18.4,-17.8,17.8,-8.3
Cc1c(Br)c([N+](=O)[O-])nn1CC(=O)Nc1nccs1,-1.2,-2.3,1.8,-1.0,-4.4,-1.0,-10.8,13.4,-13.4,4.1
COc1ccc(Oc2cn[nH]c2-c2ccc(O)cc2O)cc1,0.1,-1.3,3.0,-1.6,-11.1,0.5,-5.3,54.0,-54.0,2.9
Cc1nonc1OCCn1c([N+](=O)[O-])cnc1C,1.3,52.6*,-3.7,-4.2,-3.0,-4.5,1.6,-11.5,11.5,2.3
COc1cccc(Nc2nc3ccccc3nc2NS(=O)(=O)c2cccs2)c1,-0.4,5.8,0.5,-2.7,-10.2,2.8,-24.4,13.1,-13.1,0.6
Cc1ccccc1NCc1ccccc1O,-1.6,-3.9,6.9,-3.4,/,-1.7,-6.3,-32.9,32.9,4.3
CCOC(=O)c1sc(N(Cc2ccccc2)C(=O)CSc2ncn[nH]2)nc1C,0.4,2.0,12.9,-1.0,4.7,/,-60.6,17.5,-17.5,-28.8
COc1cc(C(C)=O)ccc1OCC(=O)Nc1ccc(C)c(S(=O)(=O)N2CCCCCC2)c1,0.2,10.1,-1.9,2.1,-31.0,-4.3,-2.3,55.8,-55.8,-16.2
COCc1nc2oc3ccc(F)cc3c(=O)c2cc1C(=O)OC,-0.2,2.9,1.6,-0.7,/,4.9,-3.0,25.6,-25.6,-3.1
C/C(Cc1ccccc1)=N/NC(=O)CNC(=O)C(c1ccccc1)c1ccccc1,-0.9,4.8,-1.6,5.4,4.7,0.5,-2.3,18.6,-18.6,4.9
CC1CCCC(NC(=O)C2CCN(S(=O)(=O)N3CCC4(CC3)OCCO4)CC2)C1C (configuration not stated),1.1,-8.8,2.5,-6.4,19.8,-3.9,-8.9,-17.5,17.5,-0.1
COC(=O)c1ccc(-n2c(C)cc(C(=O)COC(=O)CC3Sc4ccccc4NC3=O)c2C)cc1 (configuration not stated),0.5,8.0,1.8,-7.3,-8.5,3.2,4.5,-5.3,5.3,2.5
Cc1cc(/N=C/N(C)C)on1,1.9,2.9,-1.9,-0.2,7.2,-0.3,-0.8,-1.8,1.8,3.2
CCCCN(C(=O)CSc1c(C)c(C)cc(C)c1C)c1c(N)n(CCC)c(=O)[nH]c1=O,0.6,6.6,-4.7,-2.0,-7.1,-4.3,-11.4,-4.6,4.6,1.2
COc1ccc(OC)c(NC(=O)c2ccc(CSc3nnc(C)s3)cc2)c1,-0.9,-8.2,5.5,6.6,11.7,0.3,20.1,38.4,-38.4,-5.2
COc1ccc(CCN2C(=O)C3C4C=CC(C5CC45)C3C2=O)cc1OC (configuration not stated),-1.5,-0.2,-4.0,0.8,-3.6,-0.4,-10.0,8.7,-8.7,-2.9
CSc1ccc(NC(=O)NCCCN2CCN(c3ccccc3F)CC2)cc1,2.8,8.5,6.7,-4.7,-4.2,/,3.7,3.0,-3.0,-2.0
CC(C)C(=O)Nc1c(-c2ccccc2)c(=O)c2ccccc2n1C,2.2,-2.6,6.1,6.4,-1.5,3.9,0.0,23.3,-23.3,7.7
O=C(CCc1ccncc1)NC1CCCc2c1cnn2-c1cc(F)cc(F)c1 (configuration not stated),0.6,32.1,-3.5,3.2,3.2,/,4.3,-4.0,4.0,-0.9

# (next part)
SMILES,CDK5 inh,Rtt109 HAT inh,HTR5A ag ctr,cardiac RTF act,MITF act,Wnt act,PvdQ inh,SR-BI HDL uptake,SR-BI DiI-HDL act,dFosB act
COc1cc(C(=O)C(=O)c2ccc(OC)c(OC)c2)ccc1O,0.2,8.7,-5.2,2.6,-1.6,6.0,-13.8,-6.7,6.7,2.9
N/C(=N\OCc1ccccc1)c1nonc1N,0.4,-3.7,3.8,7.0,54.3,2.6,3.5,-17.0,17.0,-8.0
COc1ccc(CC(=O)NNC(=O)c2ccco2)cc1,-0.4,2.2,-2.8,1.1,/,1.3,-2.4,/,/,-3.4
Cc1ccc(C(=O)OCC(=O)NC(C)c2ccccc2)cc1C (configuration not stated),-1.2,-0.8,5.7,-3.5,5.8,-2.5,1.8,3.3,-3.3,-2.7
COc1ccc(CCN(CC(=O)NCc2ccc(F)cc2)C(=O)c2snc(C(N)=O)c2N)cc1OC,0.5,7.8,0.3,-5.0,3.2,0.0,-4.5,14.4,-14.4,-1.7
CC(C)c1ccc(/C=C2\SC(N3CCCC3)=NC2=O)cc1,0.5,-4.6,7.4,8.7,26.1,41.4*,0.4,26.3,-26.3,-6.9
O=C(Cc1ccc(Br)cc1)Nc1ccc(S(=O)(=O)N2CCCC2)cc1,-1.7,11.3,-1.5,-1.0,-2.3,0.7,-17.3,8.0,-8.0,-8.8

# Structural class: those above containing a CF3 group.
SMILES,CDK5 inh,Rtt109 HAT inh,HTR5A ag ctr,cardiac RTF act,MITF act,Wnt act,PvdQ inh,SR-BI HDL uptake,SR-BI DiI-HDL act,dFosB act
Cn1cccc1C(=O)N1CCN(c2cccc(C(F)(F)F)c2)CC1,-2.1,-1.3,3.2,-2.4,/,/,-14.1,1.1,-1.1,5.9
COc1ccc(N2C(=O)NC(NC(=O)C(C)(C)C)(C(F)(F)F)C2=O)cc1 (configuration not stated),0.3,-6.2,-0.9,3.0,-8.5,1.4,2.4,-5.2,5.2,-1.7
